NR2E3 ag-1 – inhibitors of NR2E3-RetCOR corepressor binding, primary screen, NR2E3 agonist project, biochemical, TR-FRET, GST-NR2E3, biotin-RetCOR | 1536-well | inhibition of corepressor binding, % at 4.78 µM | 0.12% of 320,000 active | AID 2300, 2010;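 active = percent inhibition above the cutoff of mean plus 3 SD of all tested compounds, set per screening campaign, cut at about 20% in these data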;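 note: 0% = DMSO wells and 100% = biotin wells as full block of FRET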
Target sequence (Q9Y5X4 whole entry, looked up): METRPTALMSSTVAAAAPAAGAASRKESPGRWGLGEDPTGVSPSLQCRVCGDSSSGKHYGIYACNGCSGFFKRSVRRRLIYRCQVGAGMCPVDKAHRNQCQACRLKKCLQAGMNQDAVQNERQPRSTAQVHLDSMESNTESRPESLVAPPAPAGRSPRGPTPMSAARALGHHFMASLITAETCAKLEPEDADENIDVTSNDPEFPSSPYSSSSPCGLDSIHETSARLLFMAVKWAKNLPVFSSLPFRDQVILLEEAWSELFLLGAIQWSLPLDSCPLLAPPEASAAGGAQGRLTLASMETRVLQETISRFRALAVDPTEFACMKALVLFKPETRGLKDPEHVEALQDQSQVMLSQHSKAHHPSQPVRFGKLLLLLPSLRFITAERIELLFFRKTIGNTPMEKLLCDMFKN
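system = GST-tagged NR2E3 plus biotinylated RetCOR corepressor | input = 1.35 nM GST-NR2E3 | also added = 7 nM biotin-RetCOR | schedule = 5 h incubation at 4 °C | measured by = TR-FRET with europium anti-GST and streptavidin-D2, 340 nm excitation | read-out = percent loss of FRET ratio relative to control wells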
TWEAK-Fn14 inh – inhibitors of TWEAK-Fn14 signaling, primary screen, luciferase reporter cells, uHTS; TWEAK-stimulated Fn14 reporter cells, luciferase luminescence, 8 h; inhibition, % at 10 µM; 2% of 360,000 active; AID 1159606, 2016; in the data active = inhibition above about 50%
Shn3 inh set2 – reduction of Shn3 3'UTR firefly luciferase signal, primary screen, Schnurri-3 inhibitor project, cell-based, Clone20 osteoblasts, set 2; inhibition, % at 12.5 µM; AID 588674, 2011; 0.52% of 360,000 active; Clone20 osteoblast Shn3 3'UTR firefly luciferase, 24 h;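 active = mean inhibition of at least 75% with every replicate also reaching 75%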;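 note: 0% = median of neutral control wells and 100% = pilot-screen positive control compound; some compounds past the cut are filed as inactive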
aDG glyco up – activators of alpha-DG glycosylation, primary screen, uHTS, Pro5-aDG cells, AlphaScreen; alpha-DG glycosylation AlphaScreen (IIH6); 0% Pro5, 100% B10-LARGE cell signal; activation, % at 10 µM; 0.22% of 360,000 active;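 active = activation of at least 8% versus controls, or a plate z-score of at least 8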;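 note: Pro5 are CHO cells carrying HIG-tagged alpha-DG that lacks glycosylation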
CF NFkB block – inhibitors of PAF-induced NF-kB signaling, primary screen, cell-based, GFP fluorescence, uHTS | AID 588850, 2011 | inhibition, % at 5 µM | 0.86% of 360,000 active | KKLEB NF-kB-GFP reporter, GFP fluorescence overnight;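 active = at least 50% inhibition at 5 µM, scaled per plate between neutral and stimulator controls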;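 note: PAF is a Pseudomonas aeruginosa culture filtrate used as stimulus; plate controls were PAF-stimulated DMSO wells for no effect and unstimulated DMSO wells for full effect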
TRPM1 prom inh – inhibitors of MITF-dependent TRPM1 promoter reporter, primary screen, cell-based, SK-MEL-5, single point, luciferase | SK-MEL-5 TRPM1 promoter luciferase, 24 h | 0.83% of 330,000 active | inhibition, % at 12.5 µM;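 active = mean inhibition across replicates of 60% or more, whatever share of single replicates reaches that level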; note: values of inactives mirror those of a sister screen read the other way
Peg3 prom inh – Peg3 promoter-driven luciferase inhibitors, primary screen, cell-based, HeLa, luciferase luminescence; HeLa PEG-Prom luciferase reporter, overnight; inhibition, % at 20 µM; 1.7% of 360,000 active;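 active = inhibition of at least 50% at 20 µM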
KKLEB tox – cytotoxicity in KKLEB CF airway cells, primary screen, cytotoxicity control for CF NF-kB inhibitor project, cell-based, uHTS, fluorescence assay plates; 0.36% of 360,000 active; KKLEB CF airway cells viability, ATPlite luminescence, overnight; active compounds read low; cells stimulated with P. aeruginosa culture filtrate; activity change (cytotoxicity), % at 5 µM;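 active = corrected activity change at or below -50% at 5 µM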
NR2E3 ag-2 – NR2E3 agonists in two-hybrid cells, primary screen, cell-based, luminescence, CHO-S, Gal4-NCOR/VP16-NR2E3. Photoreceptor-specific nuclear receptor (Homo sapiens), Q9Y5X4. luciferase. inhibition of corepressor binding, % at 3.98 µM. 0.35% of 360,000 active. AID 602229, 2012;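 active = inhibition above the mean of all tested compounds plus 3 SD, cut at about 70% in these data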;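 note: 0% = DMSO with NR2E3 transfected cells and 100% = cells lacking NR2E3 construct; higher means lower luciferase signal from less NR2E3 corepressor binding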
hiPSC survival – enhancers of single-cell hiPSC survival, primary screen, ATPlite luminescence | 0.044% of 360,000 active | survival enhancement, % at 20 µM | AID 602274, 2012 | 100% = ROCK inhibitor wells, 0% = DMSO; in the data active = survival enhancement above about 18%;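 note: cells exposed to compounds for 16 hours before the ATP read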
HIF-2a block – HIF-2a reporter inhibitors, primary screen, luminescence, 786-0 RCC cells; 0.72% of 360,000 active; 786-0 RCC cells HIF-2a reporter, luciferase luminescence, overnight; inhibition, % at 18.8 µM;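 active = inhibition of the luminescence signal of 40% or more relative to plate controls, in a single-dose primary screen at 18.75 µM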
Starred values were filed as active, the others as inactive; . = not tested or not shown.

SMILES	NR2E3 ag-1	TWEAK-Fn14 inh	Shn3 inh set2	aDG glyco up	CF NFkB block	TRPM1 prom inh	Peg3 prom inh	KKLEB tox	NR2E3 ag-2	hiPSC survival	HIF-2a block
Cc1ccc(S(=O)(=O)N2CN(Cc3ccco3)c3nc4ccccc4nc32)cc1	-2	20	3	0.3	0	6	-78	-12	-9	-1.7	-75
COc1cc(NC(=S)NC(=O)c2ccccc2F)ccc1NC(=O)c1ccco1	-2	1	-10	-0.2	2	9	5	-10	-32	-1.1	-46
CC(=O)c1ccc(NC(=O)c2ccc(CNc3c(N4CCCC4)c(=O)c3=O)cc2)cc1	-2	-13	-5	0.2	-7	-6	21	6	-2	-0.2	3
CC(C)NC(=O)CN(Cc1ccc(F)cc1)C(=O)CCC(=O)Nc1ccccn1	-3	7	-2	0.0	15	-13	-3	-5	-19	-0.1	2
O=C(Nc1nnc(C2CC2)s1)c1cncc(Br)c1	.	28	-63	0.2	-10	-63	-137	-5	-95	-0.6	-170
COc1ccc(C2(C)NC(=O)N(CC(=O)Nc3ccc(-c4nc5ccc(C)cc5s4)cc3)C2=O)cc1 (centres undefined)	2	-12	-26	-0.3	-25	-38	-319	15	-117	0.1	-173
Cc1cc(O)cc(O[C@H]2OC(CO)[C@H](O)[C@@H](O)[C@H]2O)c1 (some centres undefined)	2	2	5	-0.2	-8	7	2	0	-13	-0.2	-3
O=C(CCCn1c(=S)[nH]c2cc3c(cc2c1=O)OCO3)NCCc1ccc(Cl)cc1	.	-26	-9	0.1	2	.	-3	5	15	5.6	6
CCCCNC(=O)c1onc(CSc2ccc(F)c(F)c2)c1C(=O)NCCCC	4	-23	7	-0.1	-15	-1	7	-6	-42	1.3	15
CCCc1c(C(=O)NNc2ccc(C)cc2)cnn1-c1ccccc1	5	0	13	0.1	6	-1	8	-1	-34	1.0	16
Cc1ccc(NC(=O)Nc2cccc(F)c2)nc1	.	-4	-123	0.0	2	-62	-346	2	-139	-0.6	-291
COc1ccc(-c2nnn(CC(=O)N(Cc3ccc(F)cc3)C(C(=O)NC3CCCC3)c3ccc(F)cc3)n2)cc1 (centres undefined)	-1	-84	3	0.2	18	6	8	-17	8	-0.7	-3
CCCc1nc2ccccc2c(=O)n1NC(=O)c1c(O)c2ccccc2[nH]c1=O	-3	1	7	0.3	-13	2	14	3	-8	-1.8	16
C[C@H]1O[C@H](O[C@H]2[C@H](O[C@@H]3CC[C@@]4(C)C(CC[C@]5(C)C4CC=C4[C@@H]6CC(C)(C)CC[C@]6(C(=O)O[C@@H]6O[C@H](CO)[C@@H](O)[C@H](O)[C@H]6O)CC[C@]45C)C3(C)C)O[C@H](C(=O)O)[C@@H](O)[C@@H]2O)[C@@H](O)[C@@H](O)[C@@H]1O (some centres undefined)	2	-7	-13	-0.3	23	0	7	-2	11	3.0	8
CCOC(=O)C1CCCN(C2=NC(=O)/C(=C/c3ccc(N(C)C)cc3)S2)C1 (centres undefined)	0	-51	-5	0.0	-16	-9	-17	-7	-42	1.0	-96
CC(C)[C@H](NC(=O)[C@@H]1CSC2c3ccccc3C(=O)N21)C(=O)N1CCCCC1 (some centres undefined)	-3	2	8	0.3	0	6	8	5	-13	-0.2	-2
COc1ccc(C2SCCN2C(=S)Nc2cccc(Cl)c2)cc1 (centres undefined)	-2	9	26	0.1	-14	2	-1	9	1	-0.5	-4
CC(OC(=O)c1ccc2ncsc2c1)C(=O)Nc1cccc(Cl)c1 (centres undefined)	0	2	11	-0.2	24	-5	13	-31	-26	-0.6	7
COc1ccc(C(CCNCc2ccc(F)cc2)c2ccc(F)cc2)cc1 (centres undefined)	-2	-19	42	-0.1	17	31	80*	-19	5	-3.4	-4
NC1=NC(c2ccc([N+](=O)[O-])cc2)N(c2ccc(F)cc2)C(N)=N1 (centres undefined)	1	3	5	-0.2	-2	-6	25	-3	0	-0.2	12
COc1ccc(-n2c(SCc3cn4c(C)cccc4n3)nc3ccccc3c2=O)cc1OC	-2	-32	10	0.2	-2	-9	27	-5	-10	0.3	28
NS(=O)(=O)c1ccc(NC(=O)/C=C/c2cccs2)cc1	1	-12	-14	0.1	-1	-29	-39	4	-16	-0.4	-87
CCOC(=O)Cn1c(=N)n(CCOc2ccc3ccccc3c2)c2ccccc21	-1	-16	-1	0.6	20	23	-11	-17	-15	-2.2	21
Cn1sc(NC(=O)c2cccc(Cl)c2)nc1=O	-1	-10	-18	-0.3	3	-11	-66	14	-59	0.5	-114
Cc1cc(Cn2nnc(-c3ccc(Br)cc3)n2)cc(C)c1O	-5	6	-4	0.2	8	.	5	-8	11	0.1	-26
CCC(C)[C@H](NC(=O)C1CC(=O)N(c2ccc3c(c2)OCO3)C1)C(=O)NC1CCCCC1 (some centres undefined)	-2	10	0	0.0	-32	0	-23	12	-24	-0.5	-4
Cc1ccc(SCC(=O)NC(=O)Nc2ccc3c(c2)OCCO3)c(C)c1	0	0	-9	-0.2	-4	0	-9	-1	-30	-0.9	9
Fc1ccc(CNC(=S)NCc2ccc(F)cc2)cc1	1	-6	8	0.2	-5	10	11	3	16	0.2	2
CCc1nc(SCc2ccccc2)n[nH]1	4	20	-5	0.1	-16	-17	-78	-20	-46	-0.1	-91
O=C(NCc1ccccc1)c1ccc2nc(N3CCOCC3)sc2c1	-2	-11	-49	0.1	12	-25	-17	-10	-30	0.6	-86
C/C(=C(\C#N)C(=O)NCCN1CCOCC1)N(C)C	2	19	7	0.1	-5	3	12	-2	-6	-2.0	16
Cc1c(C(=O)Nc2ccccc2)oc2c1C(=O)CC(C)(C)C2	-1	-14	-15	0.1	-1	-29	-25	8	-20	-2.7	-68
Cc1ncc([N+](=O)[O-])n1CC(=O)NC1CCCCC1	-1	-2	3	-0.2	0	-1	12	-14	-2	-0.7	19
COc1ccc(NC(=O)CCN2C(=O)NC3(CCCC3)C2=O)cc1Cl	4	1	13	-0.1	7	-2	2	6	8	3.0	1
CC(C)C[C@@H](CN1CCCC1CN1C(=S)NC[C@@H]1Cc1ccc(O)cc1)N1C[C@H](Cc2ccc(O)cc2)N(CCc2ccccc2)C1=S (some centres undefined)	.	65*	43	0.0	59*	35	91*	-11	13	0.0	-37
Cc1ccc(S(=O)(=O)N(C(=O)c2ccncc2)c2ccc3oc4c(c3c2)CCCC4)cc1[N+](=O)[O-]	0	30	-5	-0.2	12	-5	1	6	-22	0.7	12
O=C(Nc1nccc(-c2cccs2)n1)c1cccs1	-1	-8	-62	-0.3	0	-19	-142	-4	-57	-0.6	-180
Cc1sc2nc(C)n(/N=C/c3ccc(O)cc3O)c(=O)c2c1C	-4	4	3	-0.6	18	5	2	-16	18	1.5	0
O=C(CCN1C(=O)COc2ccccc21)NCCCN1CCN(c2ccccc2F)CC1	1	-21	-7	0.0	-1	15	8	7	-3	-0.7	1
CC1CC(=O)c2ccccc2C1C (centres undefined)	.	28	-5	-0.4	-31	13	18	-1	-10	-2.1	28
O=C(/C=C/c1cccc([N+](=O)[O-])c1)NCC1CCCO1 (centres undefined)	-1	1	-13	0.0	-18	4	0	-22	-7	-1.8	-13
CC(C)CC(N)c1csc(Nc2ccc(C(=O)N(C)Cc3ccccc3)cn2)n1 (centres undefined)	.	4	35	0.1	17	.	60*	-8	2	-2.1	11
O=C(O)CCc1ccc(-c2ccc(Br)cc2)n1Cc1ccco1	3	17	-45	0.0	9	7	0	-7	-11	-0.4	-2
O=C(CCC(=O)Nc1ccc(F)cc1)N/N=C/c1ccc(Br)cc1	-2	8	4	0.1	1	3	0	4	-20	-0.2	12
Clc1ccc(OCc2nnc(-c3ccccc3Br)o2)cc1	3	-13	-5	-0.4	-3	-19	-60	7	-25	5.6	-147
CCN(CC)c1ccc(NS(=O)(=O)c2ccc(-c3ccc(=O)[nH]n3)o2)c(C)c1	2	6	-2	-0.5	1	6	-6	0	1	-0.4	11

Part of the list above, with values under each structure:
Order of values – NR2E3 ag-1, TWEAK-Fn14 inh, Shn3 inh set2, aDG glyco up, CF NFkB block, TRPM1 prom inh, Peg3 prom inh, KKLEB tox, NR2E3 ag-2, hiPSC survival, HIF-2a block
- O=C(Nc1nccc(-c2cccs2)n1)c1cccs1
  -1, -8, -62, -0.3, 0, -19, -142, -4, -57, -0.6, -180
- Cc1sc2nc(C)n(/N=C/c3ccc(O)cc3O)c(=O)c2c1C
  -4, 4, 3, -0.6, 18, 5, 2, -16, 18, 1.5, 0
- O=C(CCN1C(=O)COc2ccccc21)NCCCN1CCN(c2ccccc2F)CC1
  1, -21, -7, 0.0, -1, 15, 8, 7, -3, -0.7, 1
- CC1CC(=O)c2ccccc2C1C (centres undefined)
  ., 28, -5, -0.4, -31, 13, 18, -1, -10, -2.1, 28
- O=C(/C=C/c1cccc([N+](=O)[O-])c1)NCC1CCCO1 (centres undefined)
  -1, 1, -13, 0.0, -18, 4, 0, -22, -7, -1.8, -13
- CC(C)CC(N)c1csc(Nc2ccc(C(=O)N(C)Cc3ccccc3)cn2)n1 (centres undefined)
  ., 4, 35, 0.1, 17, ., 60*, -8, 2, -2.1, 11
- O=C(O)CCc1ccc(-c2ccc(Br)cc2)n1Cc1ccco1
  3, 17, -45, 0.0, 9, 7, 0, -7, -11, -0.4, -2
- O=C(CCC(=O)Nc1ccc(F)cc1)N/N=C/c1ccc(Br)cc1
  -2, 8, 4, 0.1, 1, 3, 0, 4, -20, -0.2, 12
- Clc1ccc(OCc2nnc(-c3ccccc3Br)o2)cc1
  3, -13, -5, -0.4, -3, -19, -60, 7, -25, 5.6, -147
- CCN(CC)c1ccc(NS(=O)(=O)c2ccc(-c3ccc(=O)[nH]n3)o2)c(C)c1
  2, 6, -2, -0.5, 1, 6, -6, 0, 1, -0.4, 11

Bioassay records as filed in PubChem.

No enrichment for hits. About 4.4% of those tested had a hit in this group.
